HCV NS3 hel inh – inhibitors of HCV NS3 helicase, primary screen, biochemical, Cy5 molecular beacon fluorescence; Hepatitis C virus NS3 helicase; 290,000 compounds, 0.56% hits; AID 1800, 2009; inhibition, % at 10.9 µM; NS3 helicase DNA unwinding;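 active = inhibition above the mean of all tested compounds plus 3 SD, set per campaign, cut at about 35% in these data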;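 also: 0% = DMSO wells and 100% = thioflavine S control wells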
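Assay system: hepatitis C virus NS3 helicase domain fragment enzyme. Also added: annealed dual-labelled DNA beacon duplex, ATP-started. Timing: 1 h reaction at 25 °C, ATP-initiated. Technique: Cy5 fluorescence at 0 and 60 min, beacon hairpin quenching. Evaluation: % inhibition of unwinding. Replication: one well per compound.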
IMP-1 inh – IMP-1 metallo-beta-lactamase inhibitors, primary screen, biochemical, epi-absorbance readout, Pseudomonas aeruginosa enzyme; purified IMP-1, nitrocefin hydrolysis, epi-absorbance fluorescence; 290,000 compounds, 0.45% hits; metallo-beta-lactamase IMP-1 (Pseudomonas aeruginosa); inhibition, % at 5.6 µM; AID 1556, 2009;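 active = inhibition above the mean plus 3 SD of all compounds in the same screening run, cut at about 4.5% in these data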;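 also: 0% = IMP-1 with DMSO and 100% = DMSO wells lacking enzyme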
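System: Purified IMP-1 | Read-out basis: Percent enzyme inhibition | Controls: IMP-1 with DMSO as 0%, enzyme-free DMSO as 100% | Replicates: One well per compound | Doses: 5.6 µM nominal single concentration | Detection: Epi-absorbance fluorescence, 480 nm excitation, 530 nm emission | Incubation: 25 °C, 15 min preincubation, 25 min reaction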
pCIP destab – p/CIP-EGFP fusion destabilizers, primary screen, fluorescence, F442A cells. Q05BA5. 16 h. decrease of EGFP signal, % at 10 µM. 290,000 compounds, 0.01% hits;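 active = EGFP signal decrease of at least 30% at 10 µM or well 3 SD below plate mean, unless failing retest; inactive = the rest, including hits failing retest or dose response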; also: some compounds called inactive have numbers as strong as hits; many of its hits are not listed in these tables
MEKK3 PB1 HTS – modulators of MEKK3-MEK5 PB1 binding, primary screen, biochemical, wildtype MEKK3, multiplex bead flow cytometry, Alexa488-MEK5; bead-based flow cytometry, Alexa488-MEK5 binding to MEKK3; actives lie on both sides; 0 = blocked by unlabeled MEK5, 100 = vehicle; binding response (% of control), % at 10 µM; 290,000 compounds, 1.4% hits;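 active = binding response more than 3 SD above or below the average of its plate-row segment, actives on both sides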;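 also: Alexa488 bead fluorescence after subtracting the streptavidin-only scavenger bead signal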
VIM-2 inh – VIM-2 metallo-beta-lactamase inhibitors, primary screen, biochemical, epi-absorbance readout, Pseudomonas aeruginosa enzyme; AID 1527, 2009; inhibition, % at 5.6 µM; purified VIM-2, nitrocefin hydrolysis, epi-absorbance fluorescence; 290,000 compounds, 0.89% hits;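 active = inhibition above the mean of all tested compounds plus 3 SD, cutoff set per screening run, cut at about 7.5% in these data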;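 also: red hydrolysis product quenches plate fluorescence so inhibitors raise well fluorescence; 0% = enzyme with DMSO and 100% = DMSO without enzyme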
FID counter – compounds displacing fluorescent DNA intercalator, primary screen, artefact control for HCV NS3 helicase inhibitor project, biochemical, FID fluorescence; 290,000 compounds, 0.17% hits; inhibition, % at 7.9 µM; DNA fluorescent intercalator displacement; in the data active = inhibition above about 37%;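 also: 0% = vehicle and 100% = reference compound; higher means more ethidium bromide displaced from hairpin DNA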
PHOSPHO1 inh – PubChem AID 1565. 290,000 compounds, 1.1% hits. inhibition, % at 13.3 µM. recombinant PHOSPHO1, absorbance phosphatase assay; in the data active = inhibition above about 60%
SUMO HTRF inh – inhibitors of in vitro SUMOylation cascade, primary screen, biochemical, HTRF, uHTS. SUMO-conjugating enzyme UBC9 (Homo sapiens), P63279. HTRF SUMOylation assay, SAE1/SAE2 + UBC9. inhibition, % at 35 µM. 290,000 compounds, 0.36% hits. AID 2006, 2009; in the data active = inhibition above about 50%, passing the limit was not always enough; also: strong numbers were not always called active
IDE act – human IDE activators in live cells, primary screen, fluorescence polarization, HEK cells, FAbeta-B substrate | FAbeta-B cleavage; 0% vehicle, 100% cell-free pure enzyme wells | activation, % at 5.96 µM | 340,000 compounds, 0.073% hits;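 active = activation above the mean of all tested compounds plus 3 SD, set per screening campaign, cut at about 17% in these data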
Target sequence (P14735 whole entry, looked up): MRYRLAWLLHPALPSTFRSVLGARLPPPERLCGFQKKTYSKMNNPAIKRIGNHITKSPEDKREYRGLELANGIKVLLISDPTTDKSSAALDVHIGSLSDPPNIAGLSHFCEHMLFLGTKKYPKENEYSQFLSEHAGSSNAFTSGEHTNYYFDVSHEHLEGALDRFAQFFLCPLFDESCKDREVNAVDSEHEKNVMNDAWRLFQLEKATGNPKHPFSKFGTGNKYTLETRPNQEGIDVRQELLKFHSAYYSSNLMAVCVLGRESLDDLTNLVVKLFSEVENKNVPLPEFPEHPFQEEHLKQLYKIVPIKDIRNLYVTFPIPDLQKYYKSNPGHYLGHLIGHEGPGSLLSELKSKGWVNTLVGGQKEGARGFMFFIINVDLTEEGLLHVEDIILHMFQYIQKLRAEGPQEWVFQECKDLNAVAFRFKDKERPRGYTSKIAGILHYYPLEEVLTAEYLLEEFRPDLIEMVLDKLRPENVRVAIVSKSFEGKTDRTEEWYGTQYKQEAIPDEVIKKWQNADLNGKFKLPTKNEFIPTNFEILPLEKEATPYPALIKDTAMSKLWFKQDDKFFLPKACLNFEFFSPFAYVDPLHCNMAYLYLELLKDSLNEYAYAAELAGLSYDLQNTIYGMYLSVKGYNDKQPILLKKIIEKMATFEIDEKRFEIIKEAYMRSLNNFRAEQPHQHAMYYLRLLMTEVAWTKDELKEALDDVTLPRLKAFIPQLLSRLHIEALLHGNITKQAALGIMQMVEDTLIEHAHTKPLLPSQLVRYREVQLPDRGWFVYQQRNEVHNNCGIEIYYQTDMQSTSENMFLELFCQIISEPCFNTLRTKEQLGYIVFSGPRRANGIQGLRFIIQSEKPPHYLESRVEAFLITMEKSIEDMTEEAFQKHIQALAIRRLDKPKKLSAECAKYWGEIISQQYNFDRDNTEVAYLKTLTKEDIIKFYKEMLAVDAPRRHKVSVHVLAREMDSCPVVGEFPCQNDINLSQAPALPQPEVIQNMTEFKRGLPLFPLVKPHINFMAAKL
Numbers without * were called inactive; nt = no result given; [ ] = another dose, or the depositor's remark. Only part of the results is shown. The share of hits here may be higher or lower than overall.

SMILES | HCV NS3 hel inh | IMP-1 inh | pCIP destab | MEKK3 PB1 HTS | VIM-2 inh | FID counter | PHOSPHO1 inh | SUMO HTRF inh | IDE act
CCOc1cc(C2C(C(=O)c3ccco3)=C(O)C(=O)N2CCc2ccccc2)ccc1O (stereo not given) | 26 | -3.1 | -8 | 102 | -0.1 | -43 | 7 | -20 | 6
CCOc1ccc(S(=O)(=O)NCCC(=O)N2CCCN(C)CC2)cc1 | -3 | -3.2 | -2 | 109 | -4.7 | 3 | 18 | 0 | 1
Cc1cc(NC(=O)c2cc(-c3ccco3)on2)n(-c2ccccc2)n1 | 9 | -2.0 | 2 | 103 | -2.7 | -9 | -7 | 9 | -1
COc1ccc(/C=N/Nc2ncnc3scc(-c4ccccc4)c23)cc1OC | -3 | -0.9 | 2 | 99 | -6.0 | -11 | 38 | -6 | 3
CCCCn1c(N)c(-c2nc3ccccc3o2)c2c([N+](=O)[O-])nn(C)c(=O)c21 | 3 | -3.8 | -35 | 115 | -3.8 | 0 | -4 | 8 | 6
Cc1ccc(C)c(N(Cc2cc3ccc(C)cc3[nH]c2=O)C(=O)c2ccco2)c1 | 3 | -0.5 | -3 | 113 | -2.5 | -36 | -3 | 7 | 3
COC(=O)[C@@H]1C[C@]2(OC(=O)c3ccccc3)C=CC(=O)C[C@@H]2N1C(=O)OCc1ccccc1 | -6 | -3.8 | -2 | 107 | -1.1 | -38 | 8 | -18 | 1
O=C(CN1CCOCC1)Nc1ccc(F)cc1 | -5 | 0.9 | -6 | 101 | 1.1 | 0 | 24 | 13 | 2
Clc1ccc(C2=Nn3c(Cn4nnc5ccccc54)nnc3SC2)cc1 | -5 | -2.0 | 5 | 101 | 1.3 | -25 | -113 | 10 | nt
COCCNc1c2c(c(C#N)c3nc4ccccc4n13)CCCC2 | -3 | -3.8 | 4 | 93 | 7.7 | -27 | -23 | 23 | 2
CCSc1cc(N2CCCC2)nc(-c2ccc(F)cc2)n1 | -6 | 0.1 | 2 | 105 | 0.7 | 1 | -22 | -17 | 4
C/C=C(\C)C(=O)OC(C)(C)[C@H]1Cc2cc3ccc(=O)oc3cc2O1 | -15 | -4.5 | -11 | 96 | -2.1 | -22 | nt | 9 | -4
COc1cc(C(=O)Nc2ccc(NC(=O)C3CC3)nc2)cc(OC)c1OC | -1 | -1.0 | -3 | 100 | -3.1 | -12 | -23 | 16 | -4
CC(=O)c1cc2c(cc1NS(=O)(=O)c1ccccc1Br)OCO2 | 0 | -2.7 | -23 | 100 | -5.1 | -8 | 39 | 8 | 2
Cc1n[nH]c(=O)c2c(NC(=O)CSc3nnc(-c4ccncc4)n3C)oc(C)c12 | -3 | -0.6 | -6 | 109 | -0.3 | -3 | 28 | 1 | -2
CC1(C)CC(=O)C2=C(C1)Nc1ncnn1C2c1ccccn1 (stereo not given) | -2 | 1.6 | -1 | 104 | 0.8 | 1 | -25 | 9 | 3
O=C(Cn1ccc([N+](=O)[O-])n1)N1CCc2ccccc21 | 0 | -0.6 | -10 | 95 | 0.1 | 0 | 48 | 7 | 1
CN1CCN(CCNC(=O)Nc2ccccc2[N+](=O)[O-])CC1 | 1 | -4.0 | 2 | 104 | -3.2 | -3 | 24 | 3 | 1
O=C(NCC1CCS(=O)(=O)C1)NCC1CCS(=O)(=O)C1 (stereo not given) | 10 | -4.8 | -18 | 99 | -3.0 | 4 | 18 | -8 | 5
c1ccc2oc(SCc3cn4ccccc4n3)nc2c1 | 15 | -1.4 | -4 | 99 | -2.1 | -10 | 7 | 10 | 2
CC(C)c1nc(C#N)c(N2CCOCC2)o1 | 5 | 1.3 | -2 | 103 | -1.3 | 3 | 11 | 3 | 4
COc1ccc(S(=O)(=O)N2CCC(C(=O)NCCC(=O)Nc3cccc(Cl)c3)CC2)cc1 | -10 | -0.9 | 6 | 101 | -2.5 | -51 | 26 | 0 | -9
CC(C)C(=O)NC(c1cccc([N+](=O)[O-])c1)c1c(O)ccc2ccccc12 (stereo not given) | 7 | -2.7 | -5 | 100 | -0.8 | 4 | 45 | 17 | 4
COCCN(C(=O)Nc1ccc(OC)cc1OC)C1CCN(C(C)C)CC1 | 3 | -1.2 | -12 | 81*[inhibitor] | -2.7 | -3 | 7 | 3 | 4
CCOC(=O)N1CCN(Cc2nc3c(c(=O)n(C)c(=O)n3C)n2CCCc2ccccc2)CC1 | -13 | -2.3 | -4 | 110 | 0.8 | -36 | -16 | 6 | -5
COc1ccccc1-c1nnc2sc(COc3ccc(Cl)cc3Cl)nn12 | 3 | -1.1 | -12 | 103 | -1.9 | -7 | -21 | -18 | -10
Cc1cc(C)c2c(N)c(C(=O)Nc3nccs3)sc2n1 | 0 | -7.9 | 11 | 99 | -4.1 | -6 | 25 | 7 | -4
CCOC(=O)c1cnn(-c2ccccc2)c1NC(=O)c1ccccc1C | 2 | -2.7 | -26 | 120 | -1.7 | -4 | -7 | 9 | 1
CCNc1ccc(C(=O)OCC(=O)NCCN2C(=O)CSC2=O)cc1[N+](=O)[O-] | -9 | -0.7 | -2 | 104 | -1.5 | -4 | 24 | 0 | 2
CCc1cccc(CC)c1NC(=O)CSc1nc2ccc(N3C(=O)C4C5C=CC(C5)C4C3=O)cc2s1 (stereo not given) | 8 | -2.1 | -17 | 101 | 3.8 | -38 | -66 | 16 | -7
O=C1CCN(Cc2ccccc2)CCN1[C@H](COc1ccccc1)Cc1ccccc1 | -29 | -2.2 | -11 | 101 | -3.3 | -19 | -2 | 5 | 0
O=C(N/C(=C\c1cccc([N+](=O)[O-])c1)C(=O)N1CCOCC1)c1ccc([N+](=O)[O-])cc1 | 15 | 0.0 | -14 | 86 | 2.1 | 2 | 28 | 16 | 6
O=C(CCN1C(=O)[C@@H]2Cc3ccccc3CN2C1=O)N[C@@H](Cc1ccccc1)C(=O)O | -6 | -3.4 | 8 | 103 | -1.9 | -35 | -28 | 12 | 6
CC(C)=CCc1c(O)c(CC=C(C)C)c2occ(-c3ccc(O)cc3)c(=O)c2c1O | nt | nt | -10 | 108 | nt | nt | -1 | 1 | 9
O=C(Nc1c(C(=O)N2CCOCC2)cnn1-c1ccccc1)c1ccccc1 | 0 | -1.5 | 13 | 99 | 0.2 | -2 | 10 | -2 | 7
CSC(=O)CC(=O)NC(=O)c1ccccc1 | 7 | -4.4 | 0 | 105 | -2.5 | 4 | 45 | 6 | -4
COc1ccccc1N1C(=O)C2CC=CC(C)C2C1=O (stereo not given) | 1 | -2.0 | -4 | 101 | -2.4 | -3 | -25 | 5 | -1
COc1cc([N+](=O)[O-])cc([N+](=O)[O-])c1NC(=O)N1CCOCC1 | 0 | -1.1 | 1 | 100 | 2.0 | -5 | 0 | -1 | 3
CC(=O)NN1C(=O)/C(=C\c2ccc(Br)o2)SC1=S | 34 | 2.8 | -2 | 85 | 2.0 | 7 | -11 | 41 | -2
Cc1nc(-c2cccc(-c3noc(C)n3)c2)no1 | 0 | -0.6 | -11 | 105 | -0.9 | 2 | 7 | -8 | 3
CSc1ccc(/C=N/NC(=O)c2ccccc2Cl)cc1 | 1 | -2.1 | 6 | 109 | -2.8 | -9 | 15 | 3 | 8
COc1ccc(C(=O)Nc2ccc(NC(=O)CSc3nnc(-c4ccncc4)n3C)cc2)cc1 | 36* | -4.2 | -16 | 100 | -3.6 | -29 | 16 | 4 | -3
Cc1ccc(S(=O)(=O)N2CCN(C(=O)CSc3nccn3C)CC2)cc1 | 4 | -2.1 | 1 | 84 | -4.5 | -7 | 24 | -9 | 10
Cn1nc(C(=O)OCCN2C(=O)c3ccccc3C2=O)c2ccccc2c1=O | 15 | -2.9 | 5 | 102 | -4.7 | -14 | 11 | 3 | 4
Cc1ccc(O)c(C(=O)c2cc(C#N)c(=O)n(-c3c(C)n(C)n(-c4ccccc4)c3=O)c2)c1 | 1 | -0.2 | -19 | 97 | -2.2 | -7 | 4 | -14 | -10
On1c(-c2ccccc2)nc2ncccc21 | 4 | -4.1 | -4 | 104 | -0.2 | -1 | 33 | 16 | 1
COC(=O)c1cc2ccsc2n1CC(=O)NCC1CCCO1 (stereo not given) | 2 | -4.1 | -13 | 97 | -0.8 | -4 | 37 | 3 | 0
COCCNC(=O)c1ccccc1NC(=O)c1ccc(Cl)c(S(=O)(=O)Nc2ccc(C)cc2C)c1 | -11 | -0.9 | 8 | 100 | -0.6 | -4 | 18 | -22 | 6
Cc1ccc(CN2CCN(CC(=O)N=Nc3c(O)[nH]c4ccccc34)CC2)cc1 | -5 | 1.2 | -9 | 96 | 1.3 | 5 | -4 | 14 | -3
CCCCCn1c(CN2CCN(C(=O)OCC)CC2)nc2c1c(=O)n(C)c(=O)n2C | 3 | -3.9 | nt | 98 | -0.4 | -38 | nt | nt | -2
O=C(CN(c1ccccc1)S(=O)(=O)c1ccccc1)NCCSCc1ccco1 | 4 | -1.7 | -16 | 105 | -3.2 | -23 | 72* | 37 | 4
O=C(COC(=O)C1(c2ccc(F)cc2)CCCC1)N1CCOCC1 | 4 | -3.0 | 1 | 103 | -2.7 | -17 | -8 | -6 | 14
Nc1ccc[n+](Cc2ccccn2)c1 | 1 | -1.8 | -17 | 97 | -2.4 | -3 | 41 | 8 | -4
COc1cc(NC(=O)COc2ccccc2Cl)ccc1NC(=O)c1cccs1 | 4 | -0.5 | -3 | 101 | -0.9 | -27 | 14 | 31 | 6
CCCCn1c(CNC(=O)c2cccs2)nc2ccccc21 | -2 | -4.2 | -7 | 111 | -1.3 | -17 | -1 | 2 | -1
O=C(CNC(=O)c1cccc(OC(F)F)c1)OCc1cc(=O)n2cc(Br)ccc2n1 | 7 | -2.1 | -2 | 100 | -0.2 | -6 | -34 | 16 | 7
COC(=O)[C@H](CCSC)NC(=O)NCc1cccs1 | -1 | -1.9 | -2 | 99 | -2.2 | 2 | -36 | -13 | 8

Source: PubChem (several laboratories)
